VLA-4 inh – inhibition in a human VLA-4 binding assay. AID 2557. VLA-4 expressing cells, ligand binding flow cytometry. P13612. inhibition, % (about 7 µM as worked out from the volumes in the protocol). hit rate 0.2% among 330,000; in the data active means inhibition above about 50%
BCLXL inh – blocks human Bcl-xL binding to Bim BH3 peptide | hit rate 0.7% among 320,000 | GST-Bcl-xL / FITC-Bim BH3 peptide fluorescence polarization | inhibition, % at 10.9 µM | Q07817;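 active means inhibition above the mean of all tested compounds plus 3 SD, cutoff set per campaign, cut at about 30% in these data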;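 further: 0% = DMSO wells and 100% = unlabeled Bim-BH3 peptide competitor; inhibitors lower millipolarization by displacing the labeled peptide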
Target sequence (Q07817 whole entry, looked up): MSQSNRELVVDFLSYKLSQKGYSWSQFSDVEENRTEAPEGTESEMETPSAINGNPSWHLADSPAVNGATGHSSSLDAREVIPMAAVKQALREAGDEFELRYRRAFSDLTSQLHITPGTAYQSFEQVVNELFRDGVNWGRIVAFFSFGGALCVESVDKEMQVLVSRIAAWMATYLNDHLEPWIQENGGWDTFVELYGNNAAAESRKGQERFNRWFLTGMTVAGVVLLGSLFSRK
GRK2 inh – inhibitors of human GRK2 displacing RNA aptamer; P25098; bead flow cytometry, FAM-aptamer displacement from GRK2; inhibition of aptamer binding, % at 10 µM; hit rate 0.59% among 330,000;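 active means inhibition of aptamer binding above 40%, roughly 3 SD of noise, on plates passing a quality check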;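 further: median bead fluorescence of bound FAM aptamer so fluorescent compounds give negative values; no value below 0 was filed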
CIT2 TOR yeast – alters CIT2-GFP fluorescence in TOR pathway yeast screen; AID 2029; S. cerevisiae CIT2-GFP strain, flow cytometry, 3 h; 100 means same as DMSO wells; hit rate 0.065% among 320,000; GFP response vs DMSO, % at 10 µM;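 active means GFP response relative to DMSO above a set limit, near the screen mean plus 3 SD, cut at about 150% in these data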;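 further: ratio of well median GFP fluorescence to mean of DMSO wells on the plate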
MEX-5 binding – C. elegans MEX-5 TCR-2 RNA binding activity. AID 1832. activity score (negative = inhibition of binding), % at 10 µM. MEX-5/FITC-TCR2 RNA binding, fluorescence polarization; hits give low values. hit rate 0.38% among 300,000;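 active means inhibition past about -25% in most replicates, and total fluorescence under double the plate's negative control median, limit read from the data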;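 further: 0% = DMSO and -100% = 5 µM competing unlabeled TCR2 RNA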
Target sequence (Q9XUB2 whole entry, looked up): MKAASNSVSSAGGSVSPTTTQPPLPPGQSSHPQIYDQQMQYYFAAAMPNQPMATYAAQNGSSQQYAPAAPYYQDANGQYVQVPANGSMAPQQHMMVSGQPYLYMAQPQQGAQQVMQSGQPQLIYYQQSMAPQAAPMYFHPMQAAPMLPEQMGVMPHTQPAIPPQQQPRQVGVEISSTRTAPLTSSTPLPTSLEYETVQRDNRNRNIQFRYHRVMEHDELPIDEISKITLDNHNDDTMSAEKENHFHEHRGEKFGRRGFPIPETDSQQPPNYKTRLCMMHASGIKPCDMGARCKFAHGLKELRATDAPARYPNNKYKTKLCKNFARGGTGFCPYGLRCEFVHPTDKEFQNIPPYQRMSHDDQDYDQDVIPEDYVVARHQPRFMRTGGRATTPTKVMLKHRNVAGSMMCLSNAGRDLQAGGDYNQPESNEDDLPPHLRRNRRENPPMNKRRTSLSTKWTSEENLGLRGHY
Fam108B counter – blocks mouse Fam108B hydrolase in RBBP9 counter-screen. inhibition, % at 9.51 µM. hit rate 0.33% among 300,000. AID 1947. recombinant Fam108B, FP-Rh probe fluorescence polarization;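 active means inhibition above the screen mean inhibition plus 3 SD, computed separately per campaign, cut at about 18% in these data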;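 further: inhibitors lower polarization as less probe binds the enzyme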
GLD-1 TGE inh – GLD-1-TGE RNA interaction inhibition (C. elegans). Q17339. purified GLD-1 + fluorescein TGE RNA, fluorescence polarization. inhibition, % at 5.96 µM. hit rate 0.44% among 320,000. AID 2280;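 active means percent inhibition above a per-plate cutoff, the plate mean of test compounds plus 3 SD, cut at about 30% in these data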;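 further: 0% = DMSO wells with GLD-1 and probe and 100% = wells lacking GLD-1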
MCL1 BIM primary – MCL1-BIM-BH3 interaction inhibition (human). Q07820. GST-MCL1 / FITC-Bim-BH3 fluorescence polarization. inhibition, % at 10.9 µM. hit rate 0.68% among 320,000. AID 2057;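 active means inhibition above the mean inhibition of all tested compounds plus 3 SD, set per campaign, cut at about 40% in these data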;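 further: 0% = DMSO wells and 100% = unlabeled Bim-BH3 peptide control; higher means more loss of mP so more displacement of Bim peptide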
AGP1-GFP MLPCN – alters AGP1-GFP fluorescence in TOR pathway yeast screen. S. cerevisiae AGP1-GFP multiplex flow cytometry, 3 h; GFP as percent of DMSO wells. GFP response vs DMSO, % at 10 µM. hit rate 0.02% among 320,000;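 active means GFP response relative to DMSO above a set limit, near screen average plus 3 SD, cut at about 150% in these data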;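 further: median GFP channel fluorescence of the gated AGP1 strain per well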
* hit, by the source's call; · = not tested or not shown; & = joins results of further samples.

structure	VLA-4 inh	BCLXL inh	GRK2 inh	CIT2 TOR yeast	MEX-5 binding	Fam108B counter	GLD-1 TGE inh	MCL1 BIM primary	AGP1-GFP MLPCN
CCn1cc(C(=O)OCc2ccc(F)cc2)c(=O)c2ccc(C)nc21	10	10	0	102	-1.7	-4	0	7	99
CC(=O)c1ccc(NC(=O)c2ccc3nc(-c4ccco4)c(-c4ccco4)nc3c2)cc1	4	39*	12	88	-5.8	40*	13	80*	97
CCN(CC)CCOC(=O)c1ccc(NC(=O)C2(c3ccccc3)CCCC2)cc1	1	4	0	98	0.2	-3	11	-1	97
COc1ccc(C(=O)Nc2cccc3c2C(=O)NC3=O)cc1S(=O)(=O)N1CCOCC1	19	14	0	97	0.8	-14	2	11	94
COc1cc(OC)cc(C(=O)N[C@H](C(=O)OCC(N)=O)C(C)C)c1	13	0	0	103	3.7	5	-2	-10	98
COC(=O)CCCC1=CC2=CC(=O)C(C)(OC(=O)c3cccs3)C(=O)C2=CN1c1ccc(OC)cc1 (stereo unspecified)	10	15	1	78	-0.1	2	1	14	89
CCCN(C(=O)c1ccc(OCC(C)C)cc1)c1c(N)n(Cc2ccccc2)c(=O)[nH]c1=O	-3	0	1	101	1.4	0	2	-3	108
O=C(Nc1nnc(SCc2ccccn2)s1)C1CC(=O)N(c2ccccc2)C1 (stereo unspecified)	0	5	2	93	-0.4	1	1	4	101
COc1ccc(C(=O)Nc2ccc(NC(C)=O)cc2)cc1S(=O)(=O)N(C)Cc1ccccc1	5	4	0	104	·	·	5	-1	100
CNc1nc(-c2ccccc2)cc(C)c1S(C)(=O)=O	30	3	3	92	-1.4	-2	2	-1	92
CCOc1ccc(C2=Nn3c(nnc3-c3ccccn3)SC2)cc1	28	2	2	110	0.4	1	7	-4	109
N=C1C(c2ccccc2)=C(O)CN1CCCO	17	1	0	103	0.9	0	-2	3	103
COc1cc(NC(=O)c2sc3nc(C)nc(N4CCOCC4)c3c2C)cc(OC)c1OC	-17	-4	2	104	1.8	2	2	-6	99
CCn1c(SCC(=O)NCc2cccs2)nc2c1c(=O)n(C)c(=O)n2C	7	-1	2	100	2.1	5	3	5	99
COc1cccc(CNC(=O)c2cccc(NC3=NC4CS(=O)(=O)CC4S3)c2)c1 (stereo unspecified)	8	6	0	100	2.1	1	0	8	101

Just GRK2 inh and MEX-5 binding (7 entries from above):
| Molecule | GRK2 inh | MEX-5 binding |
| --- | --- | --- |
| CCN(CC)CCOC(=O)c1ccc(NC(=O)C2(c3ccccc3)CCCC2)cc1 | 0 | 0.2 |
| COc1ccc(C(=O)Nc2cccc3c2C(=O)NC3=O)cc1S(=O)(=O)N1CCOCC1 | 0 | 0.8 |
| COc1cc(OC)cc(C(=O)N[C@H](C(=O)OCC(N)=O)C(C)C)c1 | 0 | 3.7 |
| COC(=O)CCCC1=CC2=CC(=O)C(C)(OC(=O)c3cccs3)C(=O)C2=CN1c1ccc(OC)cc1 (stereo unspecified) | 1 | -0.1 |
| CCCN(C(=O)c1ccc(OCC(C)C)cc1)c1c(N)n(Cc2ccccc2)c(=O)[nH]c1=O | 1 | 1.4 |
| O=C(Nc1nnc(SCc2ccccn2)s1)C1CC(=O)N(c2ccccc2)C1 (stereo unspecified) | 2 | -0.4 |
| COc1ccc(C(=O)Nc2ccc(NC(C)=O)cc2)cc1S(=O)(=O)N(C)Cc1ccccc1 | 0 | · |

Following part:
structure	VLA-4 inh	BCLXL inh	GRK2 inh	CIT2 TOR yeast	MEX-5 binding	Fam108B counter	GLD-1 TGE inh	MCL1 BIM primary	AGP1-GFP MLPCN
CSc1cccc(NC(=O)CSc2nc3ccccc3o2)c1	-1	2	0	92	-1.0	-8	3	1	96
Cc1ccc(C)c(OCC(=O)NCC(c2ccco2)N2CCCCC2)c1 (stereo unspecified)	3	1	0	98	-0.5	-2	-1	-4	103
COc1ccc(CN(C)CC(=O)NC(=O)Nc2ccccc2F)cc1	6	2	0	103	·	·	4	3	111
O=C(C1CCCO1)N(c1ccc(F)cc1)C1C=CS(=O)(=O)C1 (stereo unspecified)	17	6	1	97	1.9	2	-4	2	99
CCN(CC)CCN1C(=O)Cn2c(C)c(C)c3cccc1c32	1&24	2&1	0&0	96&106	-1.8&0.0	2&2	1&8	-4&-5	102&98
Cc1cccc(OCc2nc(-c3ccc(Br)o3)no2)c1	22	-5	0	86	2.3	3	2	1	102
CCCCn1c(N)c(N(CC(C)C)C(=O)c2cccc(S(=O)(=O)N3CCCCCC3)c2)c(=O)[nH]c1=O	12	-2	31	97	0.1	-1	6	-4	101
Cc1ccccc1NC(=S)N(C)C1(c2ccccc2Cl)CCCCC1=O (stereo unspecified)	5	3	1	106	-0.2	1	3	3	106
CC(Sc1n[nH]c(N)n1)C(=O)Nc1ccc(Cl)cn1 (stereo unspecified)	-5	-4	0	98	-1.9	0	2	3	109
Cc1cccc(C)c1NS(=O)(=O)c1ccc2c(c1)C(=O)c1ccccc1C2=O	5	1	5	105	-1.7	1	3	6	106

Of the compounds above, these have an NH in an aromatic ring:
structure	VLA-4 inh	BCLXL inh	GRK2 inh	CIT2 TOR yeast	MEX-5 binding	Fam108B counter	GLD-1 TGE inh	MCL1 BIM primary	AGP1-GFP MLPCN
CCCN(C(=O)c1ccc(OCC(C)C)cc1)c1c(N)n(Cc2ccccc2)c(=O)[nH]c1=O	-3	0	1	101	1.4	0	2	-3	108
CCCCn1c(N)c(N(CC(C)C)C(=O)c2cccc(S(=O)(=O)N3CCCCCC3)c2)c(=O)[nH]c1=O	12	-2	31	97	0.1	-1	6	-4	101
CC(Sc1n[nH]c(N)n1)C(=O)Nc1ccc(Cl)cn1 (stereo unspecified)	-5	-4	0	98	-1.9	0	2	3	109

Shown with two lines to a compound: 3 of the compounds above.
Values run as follows: VLA-4 inh	BCLXL inh	GRK2 inh	CIT2 TOR yeast	MEX-5 binding	Fam108B counter	GLD-1 TGE inh	MCL1 BIM primary	AGP1-GFP MLPCN
CCCCn1c(N)c(N(CC(C)C)C(=O)c2cccc(S(=O)(=O)N3CCCCCC3)c2)c(=O)[nH]c1=O
 : 12	-2	31	97	0.1	-1	6	-4	101
Cc1ccccc1NC(=S)N(C)C1(c2ccccc2Cl)CCCCC1=O (stereo unspecified)
 : 5	3	1	106	-0.2	1	3	3	106
CC(Sc1n[nH]c(N)n1)C(=O)Nc1ccc(Cl)cn1 (stereo unspecified)
 : -5	-4	0	98	-1.9	0	2	3	109
